Screens deposited in PubChem by several laboratories.
M1 ag – M1 muscarinic receptor agonism | B-score at 10 µM | 64,000 compounds, 3% hits | CHO-M1 cells, Fluo-4 calcium fluorescence, agonist mode; active compounds read high;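 active = fluorescence rise, raw or as B-score row- and column-corrected plate score, outside the 99.7% band of its plate's samples, either direction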
HTR1A agonist – 5-HT1a (human) receptor agonism. P08908. CHO 5-HT1a Ga15 NFAT-bla reporter, FRET ratio; 0% basal, 100% maximal reference agonist. activation, % at 10 µM. 65,000 compounds, 0.56% hits. AID 567;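 active = activation above the screen-wide mean activation plus 3 SD, cut at about 19% in these data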;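 also: 0% = DMSO wells and 100% = 5-CT at EC100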
E coli RNAP – Escherichia coli RNA polymerase inhibition | P0A8V2 | E. coli RNA polymerase, fluorescence transcription assay | inhibition, %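 (tested at 10 µM)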 | 62,000 compounds, 0.2% hits | AID 559; in the data active = inhibition above about 20%;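 also: 0% = enzyme without compound and 100% = no enzyme blank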
Autofluor 339 – intrinsic fluorescence of library compounds, ex339/em460 – biochemical, MLSMR library, data from DPM-DC assay, artefact control, profiling panel; compound autofluorescence, ex339/em460 nm, NADH buffer; active compounds read high; 1 = no-compound wells, NADH background; fluorescence fold increase at 10 µM; 65,000 compounds, 5.5% hits;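 active = at 10 µM, mean starting fluorescence two-fold or more over control wells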;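 also: signal is the first read of a kinetic run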
NADH enzymes – blocks coupling enzymes of NAD/NADH assays; coupled PK/LDH NADH assays, four targets; 65,000 compounds, 0.02% hits; IC50, µM (highest dose often 10 µM), for the others: top-dose inhibition; AID 774;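 active = single-dose screening hits from any of four coupled enzyme assays that gave an IC50 when retested across doses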;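 also: the DPM-DC format reads NADH fluorescence rather than 340 nm absorbance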
Her2 expr inh – lowers expression of human Her2 kinase; SKBR-3 HER2 protein level, AlphaScreen, 18-24 h; active compounds read low; P04626; 65,000 compounds, 0.69% hits; HER2 level % of control, % at 10 µM;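 active = HER2 level under 5% of the carrier-only control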;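 also: 100% = DMSO carrier and 0% = 500 nM PU-H71 HSP90 inhibitor; lower value means stronger loss of Her2 protein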
Hsp90 inh – displaces geldanamycin probe from tumor Hsp90. P07900. 64,000 compounds, 0.35% hits. inhibition, % at 30 µM. NCI-N417 lysate Hsp90, Cy3B-geldanamycin FP displacement;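 active = inhibition above 50%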;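 also: 0% = tracer plus lysate wells and 100% = tracer alone without lysate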
D1 allo mod – allosteric modulators of human D1 dopamine receptor; P21728; HEK293 D1, CRE-luciferase, dopamine EC30 potentiation; actives deviate in either direction; B-score at 10 µM; 58,000 compounds, 5.9% hits;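 active = luminescence count or its row- and column-corrected plate score outside the 99.7% band of the plate's sample wells, on either side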
Target sequence (P21728 whole entry, looked up): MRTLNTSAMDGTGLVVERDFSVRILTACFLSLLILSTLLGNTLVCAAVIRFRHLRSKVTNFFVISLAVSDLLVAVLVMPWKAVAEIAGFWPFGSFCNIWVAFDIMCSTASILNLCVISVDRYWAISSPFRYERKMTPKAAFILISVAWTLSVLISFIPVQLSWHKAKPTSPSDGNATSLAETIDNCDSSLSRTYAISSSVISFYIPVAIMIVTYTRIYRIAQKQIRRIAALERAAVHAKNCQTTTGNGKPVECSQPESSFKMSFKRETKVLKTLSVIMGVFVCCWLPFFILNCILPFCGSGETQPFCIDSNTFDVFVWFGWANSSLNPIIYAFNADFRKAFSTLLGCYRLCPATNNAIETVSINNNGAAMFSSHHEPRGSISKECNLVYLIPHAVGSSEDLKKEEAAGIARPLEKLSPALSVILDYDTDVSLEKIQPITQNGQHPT
M1 antagonist – blocks the rat M1 muscarinic receptor response to acetylcholine; 64,000 compounds, 3.4% hits; P08482; AID 628; B-score at 10 µM; CHO-M1 cells, Fluo-4 calcium, ACh EC80 antagonist mode; active compounds read low;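 active = calcium fluorescence response, raw or row-and-column corrected B-score, differing from the plate sample mean either way at a set confidence level, mostly lower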
Target sequence (P08482 whole entry, looked up): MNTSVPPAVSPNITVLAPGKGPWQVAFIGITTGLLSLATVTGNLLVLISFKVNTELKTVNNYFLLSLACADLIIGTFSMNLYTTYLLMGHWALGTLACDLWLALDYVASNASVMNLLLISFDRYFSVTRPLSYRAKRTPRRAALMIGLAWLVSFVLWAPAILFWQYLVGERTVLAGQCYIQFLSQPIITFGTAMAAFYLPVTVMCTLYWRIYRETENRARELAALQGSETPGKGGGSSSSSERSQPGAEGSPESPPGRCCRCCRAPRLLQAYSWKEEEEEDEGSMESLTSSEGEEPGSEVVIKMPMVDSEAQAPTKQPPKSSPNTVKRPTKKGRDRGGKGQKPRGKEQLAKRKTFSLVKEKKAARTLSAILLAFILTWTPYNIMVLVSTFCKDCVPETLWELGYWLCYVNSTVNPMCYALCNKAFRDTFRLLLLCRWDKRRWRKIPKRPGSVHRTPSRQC
* marks the source's active call; other numbers are inactive results; · = not tested or not shown; [ ] = dose if it differs, or a comment.

SMILES	M1 ag	HTR1A agonist	E coli RNAP	Autofluor 339	NADH enzymes	Her2 expr inh	Hsp90 inh	D1 allo mod	M1 antagonist
CC(=O)Nc1c(C(=O)N2CCN(c3ncccn3)CC2)cnn1-c1ccccc1Cl	-0.09	-2.5	5	1.1	4%	69	-9	-0.025	-0.33
N#Cc1ccc(Oc2cccc(C(=O)O)c2)cc1C#N	0.0066	5.8	11	1.1	7%	97	-5	-0.11	0.78
N#CCSc1nnc(COc2ccc3ccccc3c2)o1	-1.1	-2.1	2	1.1	4%	89	-2	-0.5	-0.8
c1cncc(-c2nnc3n2CCC3)c1	0.1	0.4	-3	1	6%	108	-3	-0.14	0.049
CCc1nnc(NC(=O)CCC(=O)O)s1	-0.026	-2.8	3	1.1	1%	90	-1	·	0.85
Cc1cc(C)nc(SCc2nnc(SCC(=O)Nc3nccs3)n2Cc2ccco2)n1	-0.25	2.1	5	0.98	7%	100	4	0.75	0.15
O=S(=O)(Cc1ccccc1Cl)N1CCN(Cc2ccc3c(c2)OCO3)CC1	-1.4	-3.6	·	1.1	2%	63	-1	0.41	-0.1
CCOC(=O)C1=C(C)NC(SCC(=O)O)=NC1c1ccccc1 (centres undefined)	0.41	0.3	0	1.1	8%	94	-2	-0.62	0.71
COCCCn1c(SCc2cc(=O)[nH]c3ccccc23)nnc1-c1ccco1	-0.42	-0.4	3	1	9%	106	-2	-0.036	0.5
COC(=O)c1n[nH]c2ccccc12	-0.037	0.4	-8	1.1	0%	179	-6	·	-0.24
O=S(=O)(c1ccc(-c2ccccc2)cc1)N1CCOCC1	-0.69	-1.8	2	1.1	3%	104	-2	-0.21	-0.94
COc1cc(Cl)c(C)cc1NC(=O)COC(=O)c1cnc(C)cn1	0.97	-3.1	-10	1	2%	77	-4	1.2	-0.018
CCOC(=O)N1CCC(Nc2c(NCCCOC)c(=O)c2=O)CC1	-0.98	-2.6	4	1.1	7%	91	-1	0.74	0.82
Cc1cc(C)cc(-n2nnc(C(=O)NCc3ccc4c(c3)OCO4)c2N)c1	-0.48	-1.2	5	1	2%	105	-3	0.025	0.19
Cc1sc2nc(SCC(=O)N3CCN(CCO)CC3)n(-c3ccccc3)c(=O)c2c1C	0.61	-2.7	7	1	3%	129	0	0.81	-0.37
CCOC(=O)c1cnn(-c2ncnc3c2oc2ccccc23)c1N	-0.42	-0.1	-1	1.1	2%	35	1	-3.7*	-0.2
CN1CCN(C(=O)C(Cc2ccccc2)NS(=O)(=O)c2ccc3c(c2)CCC(=O)N3)CC1 (centres undefined)	0.054	-1.2	0	1.1	2%	90	-3	·	0.099
Fc1ccccc1N1CCN(C2CCN(Cc3c[nH]c4ccccc34)CC2)CC1	-0.46	-1.5	4	1	6%	87	-4	·	-0.73
O=S(=O)(c1ccc(F)cc1)N1CCC(O)(c2ccc3c(c2)OCO3)CC1	-1.4	0.1	2	0.98	7%	78	0	-0.28	-1.3
COCCn1c(-c2cc(OC)c(OC)c(OC)c2)nc2oc3ccccc3c(=O)c2c1=O	-0.018	-0.9	·	1.1	4%	73	1	0.73	-0.084
c1ccc2oc(SCc3cn4ccsc4n3)nc2c1	-0.61	-0.6	7	1	6%	100	-3	·	0.007
O=C1CNC(=O)N1Cc1ccc(Br)cc1	·	1.7	0	1.1	2%	83	-4	·	·
O=C(NCc1ccccc1)c1cc(-c2cccc(O)c2)on1	-2	-4.0	0	1.1	7%	120	0	·	-0.22
COc1ccccc1N1C(=O)CC(Sc2ncccc2C(=O)O)C1=O (centres undefined)	0	-0.5	5	1.1	2%	124	6	-0.0077	0.44
S=C(c1ccc(-c2cccc(Cl)c2)o1)N1CCOCC1	-0.69	-2.4	5	1	5%	109	-5	-1	-0.01
CCOc1ccc(NC(=O)c2cccc(-n3cnnn3)c2)cc1	-0.68	-3.7	3	1.1	3%	118	4	0.093	0.042
O=C(CCc1nc2ccccc2c(=O)[nH]1)OCc1nnc(-c2ccccc2)o1	-0.0052	-1.7	8	1.1	2%	102	-6	-0.017	-0.027
CN1CCN(S(=O)(=O)c2ccc(NC(=O)c3cccc(S(=O)(=O)N4CCCC4)c3)cc2)CC1	-0.36	-1.2	-3	1	8%	87	-2	0.8	-16*
Cc1ccc(-n2c(SCC(=O)NC3CCCCC3)nc3c(c2=O)SCC3)cc1	0.52	-0.6	6	0.97	4%	81	-3	-0.12	0.12
O=C(CC(c1ccco1)S(=O)(=O)c1ccccc1)c1ccc(F)cc1 (centres undefined)	0.44	-1.2	11	1.1	5%	85	21	·	0.28

Fetched by structure from the list above:
SMILES	M1 ag	HTR1A agonist	E coli RNAP	Autofluor 339	NADH enzymes	Her2 expr inh	Hsp90 inh	D1 allo mod	M1 antagonist
O=C(NCc1ccccc1)c1cc(-c2cccc(O)c2)on1	-2	-4.0	0	1.1	7%	120	0	·	-0.22
Cc1ccc(-n2c(SCC(=O)NC3CCCCC3)nc3c(c2=O)SCC3)cc1	0.52	-0.6	6	0.97	4%	81	-3	-0.12	0.12

Continuation:
SMILES	M1 ag	HTR1A agonist	E coli RNAP	Autofluor 339	NADH enzymes	Her2 expr inh	Hsp90 inh	D1 allo mod	M1 antagonist
COc1cccc(-n2c(SC3CCOC3=O)nc3ccccc3c2=O)c1 (centres undefined)	-0.14	-1.2	7	1	1%	94	-2	13*	-0.21
COc1ccc(CCNC(=O)c2c[nH]c3ccccc3c2=O)cc1OC	1.1	0.4	4	1.1	5%	89	-2	0.78	0.031
Cc1c(C(=O)Nc2cccc(Cl)c2)oc2ccc(S(=O)(=O)N3CCC4(CC3)OCCO4)cc12	3.6*	-2.6	1	1.1	3%	66	0	1.2	-1.3
COc1ccccc1NS(=O)(=O)c1ccc(C)c(C(N)=O)c1	0.7	-0.9	1	1.1	5%	112	-5	-0.73	-1.4
COCCNc1nc(SCC(=O)N2CCN(c3ccccc3)CC2)nc2ccccc12	1.6	2.3	9	1.1	1%	100	2	-0.47	-1.7
CC1(C)CC(=O)N(CC(=O)O)c2ccccc2S1	-0.3	-1.8	6	1	4%	76	-3	-0.72	0.74
COCCN(Cc1ccccc1)P(=O)(O)c1ccccc1OCC(=O)O	-0.12	-0.4	7	1.1	4%	124	-2	·	-0.16
CCCOc1ccccc1C1C(C(=O)OC)=CN(C(C)C)C=C1C(=O)OC	-0.025	13	-13	3.9*	8%[fluoresces]	110	-1	-0.85	-0.0095
Nc1nc(N)nc(-c2ccccn2)n1	0.37	-3.3	4	1.1	6%	81	2	0.079	-0.0068
CC(C)NC(=O)Cn1nnc(-c2cccc(NC(=O)c3ccccc3F)c2)n1	0.58	-1.9	·	1	5%	81	-1	-0.48	-17*

Overlap with the part before: two entries; new compounds follow.
SMILES	M1 ag	HTR1A agonist	E coli RNAP	Autofluor 339	NADH enzymes	Her2 expr inh	Hsp90 inh	D1 allo mod	M1 antagonist
Nc1nc(N)nc(-c2ccccn2)n1	0.37	-3.3	4	1.1	6%	81	2	0.079	-0.0068
CC(C)NC(=O)Cn1nnc(-c2cccc(NC(=O)c3ccccc3F)c2)n1	0.58	-1.9	·	1	5%	81	-1	-0.48	-17*
CCOC(=O)C1CCN(CC(=O)Nc2c(C(=O)OC)[nH]c3ccc(Cl)cc23)CC1	0.37	0.9	5	1.4	4%	81	-8	0.23	-0.2
CCn1c(C(=O)N2CCC(Cc3ccccc3)CC2)cc2sccc21	-0.17	-2.3	2	1.2	4%	167	2	-0.68	-0.0083
CSc1nsc(SCC(=O)Nc2c(C)n(C)n(-c3ccccc3)c2=O)n1	-1.2	1.4	-2	1.1	6%	99	-3	-0.073	0.31
COC(=O)c1ccc(C2/C(=C(/O)c3ccc(OC)cc3)C(=O)C(=O)N2CC2CCCO2)cc1 (centres undefined)	-0.32	-1.0	10	1	9%	115	0	-0.09	-1.5
COc1ccc(NC(=O)C2C(=O)N(C)C3(C)CC2c2ccccc2O3)cc1 (centres undefined)	-0.74	-2.1	6	1	9%	109	-2	-0.02	0.54
COc1cccc(CN(CC(=O)NCC2CCCO2)C(=O)CCC(=O)Nc2cc(C)on2)c1 (centres undefined)	0.071	0.5	4	1	6%	115	0	-0.065	0.48
O=c1cc(CSc2nnc(COc3ccccc3Cl)o2)nc2sccn12	-1.5	-1.1	7	1	7%	101	-5	2.4	-0.13
O=c1[nH]n(-c2cccc3cccnc23)c(=O)c2ccccc12	-0.0094	-0.4	3	1	8%	86	1	0.031	-0.00015
O=C(c1ccc2snnc2c1)N1CCOCC1	0.32	-0.4	6	1	1%	91	-2	-0.13	0.024
COc1ccc2nnc(-c3ccccc3)n2n1	0.16	-2.2	8	1.5	2%	118	-3	0.17	0.96
CCOC(=O)CCc1c(C)nc2c(c(C)nn2C(C)(C)C)c1C	0.45	0.2	0	1.1	2%	78	-3	·	2.6*
CCNc1nc(NC(C)C)nc(Oc2ccc(OCCOc3ccccc3)nn2)n1	-0.0045	-2.4	-1	1.1	9%	·	-1	3.2	0.48
CC(=O)N1CCc2cc(S(=O)(=O)NCCC(=O)Nc3ccc4c(c3)OCCO4)ccc21	-0.69	-4.5	7	1.1	6%	101	-2	0.16	0.59
CCOC(=O)/C(C(N)=NCCO)=C(/O)c1ccccc1	-0.4	-1.0	6	1.1	4%	·	0	0.25	0.88
Cc1ccc(/C(COc2ccccc2O)=N\O)cc1	-1	-4.7	5	1.1	4%	117	-3	-0.022	-0.98
COc1ccc(-c2nnc(SCC#N)o2)cc1	-0.81	-1.8	12	1.1	2%	92	0	0.09	0.0036
CCc1ccc(N(CC(=O)NC)S(C)(=O)=O)cc1	-0.53	-1.3	2	1.1	2%	92	0	-0.49	-1
Cc1ccc(C)c(/C(O)=C2/C(=O)C(=O)N(CCN3CCOCC3)C2c2ccc(C)o2)c1 (centres undefined)	-0.31	-3.6	-1	1	3%	111	2	-0.88	-0.054
COc1ccc(NC(=O)c2ccc(NS(=O)(=O)c3c(C)noc3C)cc2)cc1OC	0.027	-2.8	0	1.1	3%	80	0	8.8*	-0.31
Cc1cc(C)cc(N2CC34C=CC(O3)C(C(=O)OCC(=O)NCc3ccco3)C4C2=O)c1 (centres undefined)	0.16	-1.8	3	1	9%	102	3	0.016	0.74
Cc1cc(C)n(-c2ccc(C(=O)OCn3nnc4ccccc4c3=O)cc2)n1	0.51	-1.3	6	1	5%	101	-4	·	-0.076
Cc1nc(CSc2nc3[nH]ncc3c(=O)n2-c2ccccc2)cs1	0.11	-1.9	-1	1.1	4%	91	0	4.6*	0.36
COc1ccc(OC)c(C2=Nn3c(nnc3-c3ccco3)SC2)c1	0.049	-0.5	17	1.1	0%	23	-1	·	0.22
COc1ccc2nc(N3CCCCC3)c(C#N)cc2c1	-0.75	2.0	-5	1.6	7%	103	-9	-0.048	-0.015
CCc1ccc2nc(N3CCN(C)CC3)c(C#N)cc2c1	-0.13	-1.1	0	1.7	2%	102	-9	-4.9*	0.063
c1ccc(CSc2nnc3c(n2)OC(c2ccco2)Nc2ccccc2-3)cc1 (centres undefined)	-0.71	-1.7	-9	0.96	2%	50	·	-0.62	0.028
CCOC(=O)c1ccc(-n2c(C)nc3c(cnn3-c3ccccc3C)c2=O)cc1	-0.82	2.1	4	1	3%	89	-4	-0.91	0.28
COc1ccc(S(=O)(=O)NC(CC(=O)NCC2CCCO2)c2ccco2)cc1 (centres undefined)	0.58	-2.0	1	1.1	3%	80	1	-0.74	-0.63
COC(=O)Cc1cc(=O)[nH]c(Nc2nc3ccccc3o2)n1	1.9	-3.7	4	0.97	2%	76	22	1.3	-0.12
CCN(c1cccc(C)c1)c1ncnc2nc[nH]c12	-0.036	2.0	1	1.1	4%	108	1	3.5	-0.007
CCc1ccc(C2C3=C(CC(C)(C)CC3=O)Nc3c2c(=O)[nH]c2nc(C)nn32)cc1 (centres undefined)	-1.1	1.5	·	3.4*	0%[fluoresces]	94	-2	0.3	-0.53
O=C(COc1ccccc1F)Nc1ccc(S(=O)(=O)NCc2ccco2)cc1	0.53	0.9	6	1.1	4%	105	-3	-0.52	0.03
NCCCSC1=NCCCN1	0.025	-4.1	3	1	1%	83	-1	-0.051	-1.7
